Screening data (PubChem)
5-HT1A blocker – 5-HT1a (human) receptor antagonism. P08908. 0.68% of 62,000 active. CHO 5-HT1a Ga15 NFAT-bla reporter, antagonist mode. AID 612. inhibition, % at 10 µM;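 active = inhibition above the mean of all tested compounds plus 3 SD, cut at about 43% in these data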;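 also: receptor stimulated by 5-CT agonist at 100 nM near EC80; beta-lactamase reporter measured by ratiometric fluorescence of a cleavable substrate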
Target sequence (P08908 whole entry, looked up): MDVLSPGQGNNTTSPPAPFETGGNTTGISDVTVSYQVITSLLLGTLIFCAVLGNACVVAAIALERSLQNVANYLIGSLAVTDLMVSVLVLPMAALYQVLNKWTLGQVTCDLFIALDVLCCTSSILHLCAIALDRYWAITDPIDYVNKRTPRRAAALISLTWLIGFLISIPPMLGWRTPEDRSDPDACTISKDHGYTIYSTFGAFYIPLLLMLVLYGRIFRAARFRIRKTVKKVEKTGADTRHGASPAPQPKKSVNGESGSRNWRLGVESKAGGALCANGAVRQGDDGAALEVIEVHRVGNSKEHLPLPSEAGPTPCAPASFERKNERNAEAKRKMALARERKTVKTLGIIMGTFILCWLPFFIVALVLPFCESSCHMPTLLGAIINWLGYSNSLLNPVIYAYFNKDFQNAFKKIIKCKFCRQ
5HT1E antag – blocks the human 5-HT1E serotonin receptor. P28566. CHO 5-HT1E Ga15 NFAT-bla reporter, FRET, antagonist. inhibition, % at 6 µM. 0.99% of 65,000 active;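 active = inhibition above a set limit, the mean inhibition across every tested compound plus 3 SD, cut at about 29% in these data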;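 also: signal is the 460 over 535 nm emission ratio of beta-lactamase substrate; 0% = agonist plus DMSO wells and 100% = wells without agonist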
S1P1 ag pot – S1P1 (human) agonism or agonism potentiation; P21453; 0.57% of 56,000 active; activation, % at 9.5 µM; S1P1 CRE-bla cells, forskolin, beta-lactamase FRET, potentiator mode; S1P1 agonist co-added at EC20, 2 nM; 100% = saturating reference agonist, 0% = basal; AID 449;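 active = activation above a cutoff set at the mean activation of all tested compounds plus 3 SD, cut at about 54% in these data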;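 also: forskolin at 4 µM as EC80 and the EC20 agonist is SEW2871; 100% = SEW2871 at its EC100 plus forskolin at EC80; some compounds past the cut are filed as inactive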
Target sequence (P21453 whole entry, looked up): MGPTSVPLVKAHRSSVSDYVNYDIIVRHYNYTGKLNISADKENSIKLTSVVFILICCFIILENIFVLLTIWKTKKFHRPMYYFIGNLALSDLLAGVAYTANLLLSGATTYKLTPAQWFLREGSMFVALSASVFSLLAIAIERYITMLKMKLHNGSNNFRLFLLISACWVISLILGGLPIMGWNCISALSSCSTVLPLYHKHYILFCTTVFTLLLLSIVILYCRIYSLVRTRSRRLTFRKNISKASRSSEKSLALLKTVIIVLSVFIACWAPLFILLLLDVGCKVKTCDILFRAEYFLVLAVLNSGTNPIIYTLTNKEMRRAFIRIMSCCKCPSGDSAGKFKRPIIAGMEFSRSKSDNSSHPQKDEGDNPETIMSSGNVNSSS
SF-1 act – SF-1 (human) activation; Q13285; CHO-K1 Gal4-SF-1 LBD luciferase reporter; % increase over DMSO SF-1-specific signal; activation, % at 10 µM; 1.9% of 65,000 active; AID 522;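 active = activation above the mean activation of all tested compounds plus 3 SD, cut at about 50% in these data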
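Material: CHO-K1 cells with Gal4–hSF-1 LBD chimera plus Gal4-driven luciferase / Input: 4,000 CHO-K1 cells per well / Incubation: compound exposure 20 h at 37 °C / Signal: luminescence read 15 min after SteadyLite luciferase reagent, after room-temperature equilibration / Read-out: percent activation versus DMSO / Benchmarks: DMSO negative control and −SF1 background wells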
AP ELISA ortho – alternative pathway complement inhibition, orthogonal assay; AID 1235; 0.08% of 62,000 active; inhibition, % at 5 µM; Human serum alternative complement pathway, LPS-coated ELISA, C3 deposition; tested in compound mixtures;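 active = inhibition above 30% in each of the two pooled mixtures holding the compound, so the lower value exceeds 30%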;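 also: 0% = serum in Mg-EGTA without compound and 100% = EDTA serum blank; some compounds past the cut are filed as inactive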
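Test system – human serum alternative complement pathway, C3 deposition on LPS-coated wells · Buffer or medium – diluted human serum in Mg2+-EGTA GVB++ · Compound dosing – 5 µM each compound, pools of ten, 50 µM per pool · Schedule – 1 h serum-compound exposure at 37 °C · Measured by – Anti-C3 ELISA, OD 450 nm · Read-out basis – percent inhibition of C3 deposition onto LPS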
RORA act – activates the human nuclear receptor RORA | CHO-K1 Gal4-RORA LBD luciferase reporter, luminescence; percent increase over mock-subtracted basal signal | activation, % at 10 µM | 1.5% of 65,000 active;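 active = activation above the mean of all tested compounds plus 3 SD, cut at about 49% in these data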;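 also: 0% = DMSO-treated RORA cells and 100% = added signal equal to DMSO minus mock-transfected cells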
S1P3 ag – agonists of human S1P3 receptor; Q99500; S1P3 NFAT-BLA reporter cells, agonism, FRET ratio; relative to 1 µM S1P, basal subtracted; activation, % at 4.5 µM; 0.1% of 60,000 active; AID 373;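 active = activation above the screen-wide mean plus 3 SD, cut at about 4.5% in these data, passing the limit was not always enough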; also: some compounds called inactive have numbers as strong as hits
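Benchmarks: high control 1 µM S1P / System: stable CHO line with human S1P3, Gα16, NFAT-BLA reporter / Dosing: single compound concentration, 4.5 µM final / Timing: 4 h compound at 37 °C, 2 h substrate at RT / Measured by: FRET β-lactamase substrate fluorescence, excitation 405 nm, 460/535 nm emission ratio, background-subtracted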
5HT1E ag – activates the human 5-HT1E serotonin receptor; P28566; CHO 5-HT1E Ga15 NFAT-bla reporter, FRET; 0% DMSO wells, 100% control agonist wells; activation, % at 6 µM; 0.69% of 65,000 active; AID 574;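 active = activation above a set limit, the screen-wide mean activation plus 3 SD, cut at about 8.5% in these data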;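 also: 100% = positive control agonist at 1 µM giving full maximal response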
Ecoli tolC – blocks growth of E. coli BW25113 tolC mutant; growth inhibition, % at 10 µM (by protocol); 2.2% of 65,000 active; OD615; AID 573;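 active = growth inhibition at or above a cutoff equal to the mean over every tested compound plus 3 SD, cut at about 60% in these data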;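 also: growth measured after 20 h incubation at 37 °C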
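System: E. coli ΔtolC::kan strain BW25113; Buffer or medium: LB broth supplemented with 50 µg/mL kanamycin; Compound: 10 µM final, single dose; Incubation: bacterial growth with compound for 20 h at 37 °C; Signal: A615 absorbance measurement; Evaluation: growth inhibition in percent.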
Starred values were filed as active, the others as inactive; / = no result given.

SMILES | 5-HT1A blocker | 5HT1E antag | S1P1 ag pot | SF-1 act | AP ELISA ortho | RORA act | S1P3 ag | 5HT1E ag | Ecoli tolC
Cc1cc(OCC(=O)Nc2c(C)n(C)n(-c3ccccc3)c2=O)c2c3c(c(=O)oc2c1)CCC3 | -3.3 | 2.1 | 3.2 | 6.2 | -0.3 | -10.5 | -0.6 | 0.3 | -41.7
Cn1ccnc1P(=S)(c1nccn1C)N1CCOCC1 | -0.6 | -3.7 | 7.7 | -8.0 | -7.6 | -22.6 | -1.0 | -0.2 | 1.3
O=C(Nc1ccccc1)NC1CC2CCC(C1)N2 (stereo not given) | 4.0 | -15.6 | -9.5 | 6.8 | 1.5 | 1.5 | 0.2 | 0.0 | -14.8
CC1CCCCN1CC(=O)c1ccc2cc[nH]c2c1 (stereo not given) | 0.5 | -2.6 | -7.4 | 0.4 | 7.8 | -1.4 | -0.3 | 0.3 | 6.7
COC(=O)C(c1ccccc1)N1CCCCCC1 (stereo not given) | / | -4.2 | 6.4 | 0.1 | 6.1 | -19.4 | 1.6 | 0.2 | -5.5
Cc1cc(Br)ccc1N1C(=O)CC(=O)NC1=O | -3.6 | -2.2 | -18.3 | 0.3 | -2.8 | 3.0 | -1.0 | -0.4 | -14.6
COc1cc(C2SCC(=O)Nc3c2c(=O)[nH]n3C2CCCCCC2)cc(OC)c1OC (stereo not given) | 3.5 | -12.3 | / | 21.5 | 13.2 | -8.6 | / | -0.8 | 0.9
O/N=C1/C(=C\c2ccccc2)N2CCC1CC2 | 3.7 | 8.9 | -12.1 | 1.1 | -6.2 | -5.2 | -0.5 | -0.1 | 11.9
O=C(Cc1ccccc1)N1CCN(CC2CC=CCC2)CC1 (stereo not given) | -17.7 | -7.1 | -11.6 | -11.7 | 16.1 | -8.7 | -0.7 | 0.4 | 0.6
COC(=O)C(C)Oc1cc(C)cc2oc(=O)c3c(c12)CCC3 (stereo not given) | -3.5 | 4.3 | -55.4 | -10.9 | 6.3 | -4.4 | 3.0 | 0.8 | 17.2
Cc1nc2ccccc2c(=O)n1-c1cccc(O)c1 | -26.2 | -10.6 | -9.2 | -9.8 | 13.8 | -12.8 | 0.5 | 0.3 | -15.6
O=c1c2ccccc2nc(-c2ccco2)n1-c1cccnc1 | 6.5 | 12.1 | 2.8 | 11.6 | 29.6 | 14.2 | -2.2 | 0.1 | -7.8
COCC(C)OC(=O)c1c(N)n(Cc2ccco2)c2nc3ccccc3nc12 (stereo not given) | / | 21.0 | -31.6 | 27.1 | / | -16.1 | -2.6 | 0.1 | 9.9
CC(=NCC1CCCO1)c1c(O)n(Cc2ccccc2)c(=O)[nH]c1=O (stereo not given) | -5.8 | -1.2 | -8.9 | 3.6 | 15.4 | -13.7 | -0.4 | -0.3 | -16.6
Cc1ccc(Cn2nnnc2CN2CCC(n3nnc4cc(C(F)(F)F)ccc43)CC2)cc1 | 6.3 | 12.0 | 22.0 | 8.7 | 18.3 | 23.4 | 0.2 | -1.1 | 59.8
COc1ccc(N2C(=O)CC(N3CC=C(c4ccccc4)CC3)C2=O)cc1 (stereo not given) | 2.6 | 0.5 | 3.2 | -8.8 | 12.4 | 3.0 | -1.1 | 0.2 | 7.4
CN1CCC2(CC1)NC(=O)C1=C(CN(C)CC1)N2 | -9.8 | 0.9 | -8.2 | 6.2 | 10.6 | -5.5 | -0.3 | -0.5 | -11.0
COc1ccc2c(c1OC)C(=O)OC2c1c(O)n(C2CCCCC2)c(=O)[nH]c1=O (stereo not given) | / | -17.1 | 9.6 | 1.4 | / | -14.6 | -1.2 | -0.4 | 7.4
COc1ccc(C(=O)C(Cc2ccccc2)N(C)C)cc1 (stereo not given) | 2.9 | 1.3 | 6.6 | 15.9 | -5.3 | -0.1 | -0.1 | -0.7 | 1.5
O=C(Cc1ccccc1)N1CCN(C/C=C/c2ccccc2)CC1 | -11.3 | -4.0 | -6.8 | -4.5 | 11.1 | -14.8 | -0.3 | -0.8 | 6.9
CCCCN1C(=O)NC(=O)C2(Cc3ccccc3N3CCOCC32)C1=O (stereo not given) | -1.6 | -0.5 | 5.5 | 10.7 | 0.1 | 5.6 | -0.7 | -0.1 | -2.6
CCN(CC)C(=O)c1ccc(NC(=O)Cn2nc(C)c3ccccc3c2=O)cc1 | 0.0 | 13.6 | / | 15.8 | -2.8 | 24.1 | / | -2.6 | -2.0
CCCNS(=O)(=O)c1ccc(OCC(=O)N2CCN(Cc3ccc4c(c3)OCO4)CC2)cc1 | 3.6 | 4.4 | 26.6 | -3.2 | 20.8 | -1.0 | -1.8 | 0.3 | 9.8
O=C(c1cc2ccccn2n1)N1CCC2(CC1)OCCO2 | 14.8 | 3.4 | / | 4.5 | 12.5 | -10.2 | / | -0.6 | -10.6
COc1ccc(C2=NCC(=O)N(CC(=O)NCc3ccco3)c3sc4c(c32)CCCC4)cc1 | -5.1 | -3.5 | 9.0 | -3.5 | 5.2 | 20.5 | 0.3 | -0.3 | 19.4
O=C1NC(=O)[C@]2(Cc3ccccc3N3CCN(c4ccccc4)CC32)C(=O)N1Cc1ccccc1 (stereo not given in full) | 20.4 | -7.3 | 11.0 | 13.3 | 5.2 | 21.5 | -0.8 | -0.1 | 17.7
CCCCOCCCn1c(N)c(C(=O)OCCOC)c2nc3ccccc3nc21 | / | 9.4 | -22.3 | 2.0 | / | -1.6 | -3.2 | 0.1 | 7.6
Cc1ccc(C)c(NC2=NCCCS2)c1 | 3.8 | 0.8 | 12.2 | -12.4 | 10.1 | -1.8 | -0.9 | -0.1 | -19.4
CC(Cc1ccccc1)[n+]1cc(/N=C(\N)[O-])on1 (stereo not given) | 0.0 | 2.8 | -6.0 | -17.8 | 20.9 | -4.9 | -1.4 | 0.0 | -3.1
COc1ccc(S(=O)(=O)Cc2ccc(C(=O)N3CCC4(CC3)OCCO4)o2)cc1 | -5.8 | 2.6 | 3.8 | -9.1 | 11.4 | 3.5 | 0.6 | -1.2 | -8.2

A run of entries from the list above, for reference:
SMILES | 5-HT1A blocker | 5HT1E antag | S1P1 ag pot | SF-1 act | AP ELISA ortho | RORA act | S1P3 ag | 5HT1E ag | Ecoli tolC
COc1ccc(N2C(=O)CC(N3CC=C(c4ccccc4)CC3)C2=O)cc1 (stereo not given) | 2.6 | 0.5 | 3.2 | -8.8 | 12.4 | 3.0 | -1.1 | 0.2 | 7.4
CN1CCC2(CC1)NC(=O)C1=C(CN(C)CC1)N2 | -9.8 | 0.9 | -8.2 | 6.2 | 10.6 | -5.5 | -0.3 | -0.5 | -11.0
COc1ccc2c(c1OC)C(=O)OC2c1c(O)n(C2CCCCC2)c(=O)[nH]c1=O (stereo not given) | / | -17.1 | 9.6 | 1.4 | / | -14.6 | -1.2 | -0.4 | 7.4
COc1ccc(C(=O)C(Cc2ccccc2)N(C)C)cc1 (stereo not given) | 2.9 | 1.3 | 6.6 | 15.9 | -5.3 | -0.1 | -0.1 | -0.7 | 1.5
O=C(Cc1ccccc1)N1CCN(C/C=C/c2ccccc2)CC1 | -11.3 | -4.0 | -6.8 | -4.5 | 11.1 | -14.8 | -0.3 | -0.8 | 6.9
CCCCN1C(=O)NC(=O)C2(Cc3ccccc3N3CCOCC32)C1=O (stereo not given) | -1.6 | -0.5 | 5.5 | 10.7 | 0.1 | 5.6 | -0.7 | -0.1 | -2.6
CCN(CC)C(=O)c1ccc(NC(=O)Cn2nc(C)c3ccccc3c2=O)cc1 | 0.0 | 13.6 | / | 15.8 | -2.8 | 24.1 | / | -2.6 | -2.0

Other results
SMILES | 5-HT1A blocker | 5HT1E antag | S1P1 ag pot | SF-1 act | AP ELISA ortho | RORA act | S1P3 ag | 5HT1E ag | Ecoli tolC
Cc1ccc(C)c(CN2CCC(n3nnc4cc(F)ccc43)CC2)c1 | 24.6 | 15.9 | 2.2 | -22.5 | 15.4 | 1.6 | -1.2 | -0.6 | 3.5
CCOc1cc(-c2nc3c(C)cccn3c2NCC2CCCO2)ccc1O (stereo not given) | 6.0 | 11.4 | 4.5 | 9.8 | 10.2 | 3.3 | 0.3 | -0.3 | -5.6
CCCCCCn1c(O)c(C=NCCCn2ccnc2)c(=O)[nH]c1=O | / | 4.9 | 11.7 | -5.9 | / | -4.4 | -5.3 | -0.5 | 9.8
O=c1[nH]c(=O)n(Cc2ccccc2)c(O)c1C=NCCN1CCOCC1 | / | 2.3 | -2.0 | -10.0 | / | -15.9 | -4.4 | -0.4 | 2.3
Clc1cccc(CN2CCCCC2c2cccnc2)c1 (stereo not given) | 6.2 | 1.2 | -9.6 | -10.1 | 0.7 | -3.3 | -0.2 | -0.5 | -0.9
COc1ccccc1/C=C1/C(=N/O)C2CCN1CC2 | 2.3 | -1.7 | / | -2.4 | 8.6 | 7.9 | 0.2 | 1.0 | -3.5
CC(C)=CCSc1nnc([C@@H](N)Cc2c[nH]c3ccccc23)o1 | -8.9 | 8.6 | 23.1 | -4.5 | -5.4 | -14.7 | -0.4 | -0.3 | -2.3
Cc1ccc(CS(=O)(=O)Cc2ccc(C(=O)N3CCC4(CC3)OCCO4)o2)cc1 | -11.0 | -7.0 | 0.6 | -20.8 | 15.8 | 7.9 | -0.3 | -0.2 | -12.4
CC(=O)N1CC(=O)Nc2ccc(Cl)cc2C1c1ccc(F)cc1 (stereo not given) | 3.6 | -12.7 | -6.6 | -13.7 | -4.6 | -23.0 | 0.1 | 0.1 | -3.4
COc1cc2c(C(=O)N3CCN(C)CC3)c(C)n(C)c2cc1Br | 7.5 | -4.2 | 5.3 | -2.0 | 13.9 | -12.4 | -0.6 | -0.3 | 2.0
O=c1[nH]c(=O)n(CCC2=CCCCC2)c(O)c1C=NC1CCN(Cc2ccccc2)CC1 | -2.2 | 5.8 | -31.4 | 12.6 | 24.1 | 1.1 | -1.0 | -1.2 | 24.0
Cc1n[nH]c(C)c1CCN | 6.6 | 6.1 | -0.6 | 8.7 | -8.1 | 25.1 | 0.1 | -0.6 | -19.1
COc1ccc(CC2C(=O)N(C)C(=O)N(C)C2=O)c(OC)c1 | -51.5 | -4.5 | -46.1 | -4.4 | 27.8 | -2.2 | -0.5 | 0.0 | 2.2

Only part of the results is shown; count on the stated rates, not on these rows.
